Pyk2 oligo antag: antagonists of human Pyk2 oligomerization; Q14289; Q293 cells, Pyk2 FERM NanoBiT luminescence; stronger effect = lower value; z-score (the deposit names both 25 µM and 10 µM); 0.83% of 99,000 active; AID 1347419;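 active means Z-score of -3 or lower, scaled per plate to the spread of control and sample wells; inactive means z-score above -3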;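 further: negative z-score means lost luminescence so less FERM oligomerization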
EphB4 antag: blocks human EphB4 binding to ephrin-B2 | P54760 | inhibition, % at 7 µM | EphB4 LBD / TNYL-RAW-Alexa532 peptide, fluorescence polarization | 0.15% of 97,000 active;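 active means inhibition above the screen-wide mean inhibition plus 3 SD, cut at about 15% in these data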;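 further: 0% = DMSO wells and 100% = excess unlabeled TNYL-RAW peptide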
CYP2C19 activ: cytochrome P450 2C19 (human) activation; 96,000 tested, under 10 active; P33261; activation factor at 5 µM; recombinant CYP2C19, luciferin-H EGE luminescence; stronger effect = higher value; 0 = fully inhibited enzyme, 1 = untreated enzyme;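 active means activation factor of at least 2 at 5 µM in the primary screen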;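 further: 0 = wells with 2.5 mM tranylcypromine and 1 = vehicle-only wells; values of inactives mirror those of a sister screen read the other way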
Target sequence (P33261 whole entry, looked up): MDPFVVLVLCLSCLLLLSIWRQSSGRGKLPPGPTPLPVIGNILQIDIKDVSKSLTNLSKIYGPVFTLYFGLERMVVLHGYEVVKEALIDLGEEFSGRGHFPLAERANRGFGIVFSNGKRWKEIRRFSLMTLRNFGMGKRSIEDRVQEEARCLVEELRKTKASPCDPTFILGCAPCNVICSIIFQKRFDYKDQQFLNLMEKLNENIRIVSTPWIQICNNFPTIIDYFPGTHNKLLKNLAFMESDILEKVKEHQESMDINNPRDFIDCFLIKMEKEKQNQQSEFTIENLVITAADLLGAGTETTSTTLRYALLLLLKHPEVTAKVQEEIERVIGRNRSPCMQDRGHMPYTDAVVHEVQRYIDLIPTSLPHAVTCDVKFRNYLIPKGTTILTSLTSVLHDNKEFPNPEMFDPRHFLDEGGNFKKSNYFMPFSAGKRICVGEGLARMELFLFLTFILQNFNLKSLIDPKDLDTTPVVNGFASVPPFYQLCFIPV
CYP2C9 act: activators of human CYP2C9; recombinant CYP2C9, luciferin-H conversion, luminescence; stronger effect = higher value; factor 1 = untreated enzyme, 0 = blocked; 1.4% of 96,000 active; activation factor at 5 µM;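 active means activation factor of 2 or more for CYP2C9 at a 5 µM dose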;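 further: 0 = sulfaphenazole-blocked wells and 1 = vehicle-only wells; values of inactives mirror those of a sister screen read the other way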
Target sequence (P11712 whole entry, looked up): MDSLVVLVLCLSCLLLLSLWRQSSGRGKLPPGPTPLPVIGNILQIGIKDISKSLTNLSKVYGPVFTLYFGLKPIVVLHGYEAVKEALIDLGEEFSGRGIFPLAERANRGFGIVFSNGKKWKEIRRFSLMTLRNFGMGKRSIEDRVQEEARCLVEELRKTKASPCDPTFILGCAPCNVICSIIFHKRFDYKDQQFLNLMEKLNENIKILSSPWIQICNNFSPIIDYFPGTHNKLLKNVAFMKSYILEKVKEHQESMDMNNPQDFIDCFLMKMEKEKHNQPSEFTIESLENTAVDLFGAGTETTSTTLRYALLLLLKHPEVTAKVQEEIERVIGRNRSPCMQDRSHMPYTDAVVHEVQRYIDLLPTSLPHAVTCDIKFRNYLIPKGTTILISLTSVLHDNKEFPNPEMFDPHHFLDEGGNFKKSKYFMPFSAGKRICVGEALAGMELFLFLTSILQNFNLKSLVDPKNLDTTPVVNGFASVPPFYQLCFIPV
CYP2C19 inh: human CYP2C19 inhibition. P33261. CYP2C19 Supersomes, luciferin-H EGE luminescence, 30 min. inhibition, % at 5 µM. 21% of 96,000 active;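 active means CYP2C19 inhibition above a set limit at 5 µM in the primary screen, cut at about 50% in these data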;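 further: plate controls were negative control wells for no effect and 2.5 mM tranylcypromine positive control for full effect; values of inactives mirror those of a sister screen read the other way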
PostGolgi yeast: growth inhibition of a yeast mutant, post-Golgi transport screen | 0.9% of 98,000 active | inhibition, % at 10 µM | post-Golgi transport phenotypic cell assay; in the data active means inhibition above about 30%;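 further: yeast cells grown in 1536-well plates; yeast grown about 18 h at 30C before absorbance read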
E coli WT exp: E. coli BW25113 growth inhibition, expanded screen | OD600 absorbance | growth inhibition, % at 100 µM | 0.15% of 98,000 active | AID 710;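 active means growth inhibition above about 50% at one test dose, limit read from the data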;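 further: growth measured after 20 h incubation at 37 °C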
PLAP act: human PLAP activation | P05187 | purified PLAP enzyme, luminescent substrate read-out; stronger effect = higher value | activation fold at 20 µM | 1.2% of 96,000 active; in the data active means activation fold above about 2
CYP2C9 inh: blocks human cytochrome P450 2C9; inhibition, % at 5 µM; CYP2C9 Supersomes, luciferin-H conversion, luminescence; 20% of 96,000 active; P11712;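 active means blocking of liver enzyme CYP2C9 beyond about 50% at 5 µM, limit read from the data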; further: values of inactives mirror those of a sister screen read the other way
Numbers without * were called inactive; · = not tested or not shown.

SMILES	Pyk2 oligo antag	EphB4 antag	CYP2C19 activ	CYP2C9 act	CYP2C19 inh	PostGolgi yeast	E coli WT exp	PLAP act	CYP2C9 inh
CCOC(=O)C1CCCN(C(=O)c2cn(CC)c3ccc(S(=O)(=O)N4CCCC4)cc3c2=O)C1 (stereo not drawn)	1.4	-2	1	0.9	5	-4	-16	1.3	11
CCOc1ccc(-n2c(=O)c3c(C)c(C)sc3n(CC(=O)NCc3ccco3)c2=O)cc1	0.88	-6	1.1	0.8	-8	0	-4	0.9	22
C[n+]1cc[nH]c1SCC(=O)c1ccccc1	0.85	2	0.3	1.1	72*	29	-2	0.8	-9
CCC1(CC)NC(=O)N(CC(=O)OCC(=O)Nc2ccc(C(F)(F)F)cc2)C1=O	0.67	6	1.1	1.1	-6	3	8	0.9	-10
Cc1cccc(N/C(N)=N/c2nc(C)cc(C)n2)c1	1.6	2	1.1	1.1	-8	-9	9	1.1	-12
Cc1cc(C(=O)O)cc(S(=O)(=O)N2CCOCC2)c1C	-1.1	-2	1	1	3	1	-1	1	-5
O=c1c2cccnc2[nH]c(=S)n1CCCN1CCN(c2ccc(F)cc2)CC1	0.27	-1	0.9	1	10	14	-13	1.2	2
CC(=O)c1ccc2c(c1)c1ccccc1n2CC(C)C	1.3	4	0.8	0.8	16	3	-1	1.2	20
Cc1ccccc1S(=O)(=O)Cc1ccc(C(=O)NCc2cccs2)o1	1.1	6	0.6	0.6	40	-4	1	0.8	44
Cc1ccc2nc(NCCCO)nc(-c3ccccc3)c2c1	1.9	6	0.9	0.9	6	-3	1	1.5	12
O=C(NC1CCCC1)c1ccc(COCC(F)(F)F)o1	0.83	-2	0.8	1	18	0	12	1	3
O=S(=O)(NC1CCCC1)c1ccc(S(=O)(=O)N2CCN(c3ccccc3)CC2)cc1	2.7	3	1.1	0.8	-5	-3	-9	0.9	16
O=C1CCCC2=C1C(c1ccccc1)n1c(s/c(=C/c3cccc(F)c3)c1=O)=N2 (stereo not drawn)	-1.4	1	0.7	0.5	35	0	-17	1.2	50
COc1cccc(NC(=O)c2nc3nc(C)cc(C(F)F)n3n2)c1	·	2	1	1	4	2	-5	0.8	0
COc1ccc(N(CC(=O)NCc2cccs2)S(=O)(=O)c2c(C)nn(C)c2C)cc1	·	-10	0.3	0.7	72*	-2	-7	1.3	32
O=c1[nH]n(Cc2ccccc2)c(=O)c2ccccc12	0.18	-6	0.3	0.6	72*	-1	9	0.8	41
COc1ccc(OC)c2[nH]c(=O)c(CCNC(=O)c3cc4ccccc4o3)cc12	·	·	0.4	0.6	63*	-6	-8	1.5	36
Cc1cc(NCCCn2ccnc2)n2nc(C)c(-c3ccc(Cl)cc3)c2n1	-0.65	1	0.1	0.1	90*	14	13	1.7	89*
Cc1cc(C(F)(F)F)nn1CC(=O)N1CCOCC1	0.42	1	1	0.9	0	-1	3	1.1	12
Cc1c(Cl)cccc1NC(=O)CCN1CCCCC1	0.88	0	1.2	1.1	-19	0	5	0.9	-14
CCCCc1ccc(NC(=O)C2CCN(S(C)(=O)=O)CC2)cc1	0.3	7	1.1	0.9	-10	-1	-11	1	12
CCc1ccc(N2C(=O)/C(=C/c3cccs3)N(CC(=O)OC)C2=S)cc1	-0.8	-4	0.8	0.6	22	-2	-5	0.8	42
COC(=O)C(C)Sc1ccc2nnc(-c3ccc(F)cc3)n2n1 (stereo not drawn)	-0.55	0	0.9	0.6	5	12	6	1.1	35
O=C(Nc1nc(-c2ccc(-c3ccccc3)cc2)cs1)C1CCCO1 (stereo not drawn)	0.75	-6	0.9	0.9	10	0	-13	1.6	11
CN(C)C(=O)COC(=O)[C@H](Cc1ccccc1)NC(=O)c1ccco1	-0.52	-1	0.9	0.8	8	4	3	0.9	16

(further entries)
SMILES	Pyk2 oligo antag	EphB4 antag	CYP2C19 activ	CYP2C9 act	CYP2C19 inh	PostGolgi yeast	E coli WT exp	PLAP act	CYP2C9 inh
COc1cc2c(cc1OC)-c1nnc(-c3cccs3)n1C1(CCCC1)C2	-0.7	7	1.1	1.1	-9	-6	-4	1.1	-12
CCOc1ccc(C(=O)Nc2c3c(nn2-c2cccc(C)c2C)CS(=O)C3)cc1 (stereo not drawn)	·	-2	0.8	1	20	7	3	1	1
c1ccc(CN(Cc2ccco2)C(c2ccncc2)c2nnnn2C2CCCC2)cc1 (stereo not drawn)	-0.22	-2	0	0	98*	1	-6	1.3	98*
CCCCCn1c(CNC(=O)COC)nc2ccccc21	0.43	·	1	1	0	-26	0	1	-1
CCn1c(SCC(=O)c2ccc3ccccc3c2)nnc1-c1cccs1	0.43	5	0.8	1	16	0	-8	1	4
CN1C(=O)c2ccccc2Sc2ccc(NC(=O)NC3CC3)cc21	-1.1	-9	1	0.7	-5	3	1	1.3	31
Cc1csc(NC(=O)CCN2C(=O)c3ccccc3S2(=O)=O)n1	0.73	-4	0.9	0.9	7	-1	-11	1	13
O=C(NCc1cccs1)c1cccnc1C(=O)O	0.29	-5	1	0.9	2	12	-4	1	6
CC(=O)n1cc(C(C[N+](=O)[O-])SCCN)c2ccccc21 (stereo not drawn)	1.5	-5	0.7	0.6	29	-5	2	1.1	44
Cc1ccc(NC2=Nc3ccccc3CS2)cc1	-0.57	2	0.5	0.9	51*	0	-4	1	13
COC(=O)C1CCN(C(=O)CCCOc2ccccc2)CC1	0.2	-6	0.1	0.9	87*	-3	-7	1.4	13
O=C(c1ccncc1)N1CCN(C(=O)c2cccs2)CC1	0.63	-6	0.3	0.7	72*	1	-1	1	34
COc1ccc(C2/C(=C(\O)c3ccc4c(c3)OCCO4)C(=O)C(=O)N2CCCN(C)C)c(OC)c1 (stereo not drawn)	-0.58	·	1	1	2	·	·	1.2	4
Cc1cccnc1NCC(O)COc1ccccc1 (stereo not drawn)	0.64	2	1	0.9	-3	-7	-1	0.8	6
Cc1ccc(S(=O)(=O)N[C@H](C(=O)Oc2ccc3c(C(F)(F)F)cc(=O)oc3c2)c2ccccc2)cc1	0.88	-5	0.9	0.8	7	-4	18	1.2	24
NC(=O)C1(N2CCCCC2)CCN(C(=O)c2ccc(C#Cc3ccccc3)o2)CC1	-0.4	2	0.3	0.3	71*	-1	6	1.3	72*
COC(=O)C(NC(=O)c1ccco1)(Nc1ccc(Br)cn1)C(F)(F)F (stereo not drawn)	-0.89	-4	0.1	0.8	94*	-8	0	1	16
COC(=O)C1=C(C)NC(C)=C(C(=O)OC)C1C(=O)OC1CCCCC1=O (stereo not drawn)	0.42	-11	0.8	0.8	24	6	-6	1.3	16
COc1ccc(Nc2ncc(C(=O)N3CCN(c4ccccc4OC)CC3)c3ccccc23)cc1	-2.6	-11	0.5	0.3	52*	8	-8	1.4	66*
O=C(CSc1n[nH]c(-c2cccs2)n1)NCc1ccc2c(c1)OCO2	1.9	4	0.1	0	85*	-2	6	1.5	97*
CS(=O)(=O)N(CC(=O)N1CCc2ccccc2C1)c1ccc2c(c1)OCO2	-0.16	-8	0.1	0.8	88*	-3	-3	1.7	24
CCC(=O)N1CCc2cc(S(=O)(=O)N3CCN(c4ccccn4)CC3)ccc21	-0.39	0	0.8	0.7	19	0	-4	1.6	28
Cn1nc(C(=O)N2CCN(S(=O)(=O)c3ccccc3)CC2)c2ccccc2c1=O	-0.79	4	1.1	1	-6	-1	1	1.2	2
CCCCNC(=O)CC1N=C2c3ccccc3N=C(SCC(=O)Nc3cccc(C)c3)N2C1=O (stereo not drawn)	0.68	-2	0.8	0.6	20	6	0	1.4	40
Cc1ccc(S(=O)(=O)NC2=NCN(Cc3cccnc3)CN2)cc1	0.1	6	0.9	0.7	7	-10	2	0.8	31

5 structures out of the list, sorted by count of non-hydrogen atoms, descending.
SMILES	Pyk2 oligo antag	EphB4 antag	CYP2C19 activ	CYP2C9 act	CYP2C19 inh	PostGolgi yeast	E coli WT exp	PLAP act	CYP2C9 inh
c1ccc(CN(Cc2ccco2)C(c2ccncc2)c2nnnn2C2CCCC2)cc1 (stereo not drawn)	-0.22	-2	0	0	98*	1	-6	1.3	98*
CCC(=O)N1CCc2cc(S(=O)(=O)N3CCN(c4ccccn4)CC3)ccc21	-0.39	0	0.8	0.7	19	0	-4	1.6	28
CCn1c(SCC(=O)c2ccc3ccccc3c2)nnc1-c1cccs1	0.43	5	0.8	1	16	0	-8	1	4
CC(=O)n1cc(C(C[N+](=O)[O-])SCCN)c2ccccc21 (stereo not drawn)	1.5	-5	0.7	0.6	29	-5	2	1.1	44
Cc1cccnc1NCC(O)COc1ccccc1 (stereo not drawn)	0.64	2	1	0.9	-3	-7	-1	0.8	6

Following part:
SMILES	Pyk2 oligo antag	EphB4 antag	CYP2C19 activ	CYP2C9 act	CYP2C19 inh	PostGolgi yeast	E coli WT exp	PLAP act	CYP2C9 inh
CCOc1cc(CNc2ccc(O)cc2)ccc1OCc1ccc(Cl)cc1Cl	0.17	8	0.8	0.7	16	-12	-9	1.2	33
Cc1ccnc(NS(=O)(=O)c2cccc3nsnc23)c1	-0.7	8	0.9	0.9	7	0	8	1	11
COc1ccccc1-c1nc(-c2cccc(C)c2)no1	-0.7	2	0.5	1.2	49	4	-4	0.9	-17
Cc1c(C(=O)NCCN2CCOCC2)oc2ccccc12	0.09	-6	0.5	0.9	54*	-1	11	1.1	6
CC(C)Cn1c(N)c(C(=O)COC(=O)c2ccc3ccccc3n2)c(=O)n(C)c1=O	0.72	3	·	·	·	-2	-7	·	·
CCOC(=O)c1[nH]c(C)c(CN(Cc2ccco2)C(=O)C(F)(F)F)c1C	-2.1	-1	1	0.8	-3	3	8	1	18
Clc1ccc(-c2n[nH]c3c2CCC3)c(Cl)c1	-2	3	0.8	0.8	20	107*	15	1.1	16
Cc1ccc(OCc2nnc(NC(=O)c3ccco3)s2)cc1	0.19	-3	1	0.7	3	6	-20	0.9	28
CCCOc1ccc(C(=O)N2CC3(CC(c4cccc(NC(=O)[C@@H]5CCC(=O)N5)c4)=NO3)C[C@H]2C(=O)NC2(C(N)=O)CC2)cc1 (stereo partly drawn)	·	1	0.8	1	16	-3	6	1.6	-2
CC(=O)Nc1sc2c(c1C#N)CCCC2	0.28	2	1	1	-3	8	11	1	0
CCCC(=O)Nc1ccc(S(=O)(=O)N2CCCC2)cc1	0.61	-2	1	0.8	2	-4	1	0.8	16
Nc1nc(N2CCCCC2)nc2ccccc12	-0.13	0	0.9	1	6	5	18	0.7	4
Cn1c(CN2CCCC2)nc2cc(NC(=O)COc3ccc(Cl)cc3)ccc21	0.36	3	1	0.9	0	3	7	1.1	6
O=C(CSc1nc2cc(Cl)ccc2s1)NC(=O)NCc1ccco1	3.2	·	1	1.1	-4	2	-10	1	-8
[O-][N+]12CCN(CC1)c1ccccc12	0.29	-12	0.9	0.9	5	-5	6	1	10
CC1CCc2c(sc3ncn4c(SCC(=O)NCc5ccco5)nnc4c23)C1 (stereo not drawn)	1.9	-10	0.6	0.4	36	1	-1	0.9	58*
CCN(Cc1ccccc1)CC(O)COc1ccccc1 (stereo not drawn)	-1	-13	0.6	0.9	44	4	3	0.8	12
CCOc1ccccc1NC(=S)NC(=O)CCCOc1ccc(Cl)cc1Cl	0.07	4	0.8	1.1	17	-3	-24	0.7	-7
Cc1nnc(C)n1/N=C/c1cccnc1	0.24	4	1	1	-3	5	5	0.8	2
O=C(CCN1CCN(CC(=O)Nc2ccccc2F)CC1)Nc1ccccc1F	-0.27	0	0.3	0.6	74*	-4	-2	1.6	43
COc1ccc(OC)c(NC(=O)CSc2nc(C)cs2)c1	0.05	-1	0.2	0.5	84*	-4	4	0.8	54*
c1ccc(C(c2nnnn2Cc2cccs2)N2CCN(C3CCCC3)CC2)cc1 (stereo not drawn)	-0.3	-2	0.8	0.9	24	7	8	1.3	6
Cc1ccc2cccc(S(=O)(=O)Nc3ccc4c(c3)OCO4)c2n1	-0.82	5	0	0.7	100*	0	-11	1	25
CC(C)Cc1nnc(NC(=O)CCN2C(=O)c3ccccc3C2=O)s1	·	1	1	0.8	3	2	0	1.1	24
Cc1cccc(NC(=O)CNc2cc(C)ccc2C)c1	0.86	1	0.2	0.7	84*	18	2	1.1	26
CC(=O)NCCn1c(SCc2ccccc2C)nc2ccccc2c1=O	-0.45	0	0.2	0	79*	-2	3	1.3	98*

High-throughput results deposited in PubChem by several laboratories.
